Screens as filed in PubChem.
MITF act – activators of MITF-driven TRPM1 promoter reporter, primary screen, cell-based, SK-MEL-5, luciferase, single point. SK-MEL-5 TRPM1-promoter luciferase, 24 h; % of positive control, neutral wells = 0. activation, % at 12.5 µM. 0.75% of 300,000 active. AID 588334, 2011;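 active = mean activation of at least 80% with every replicate also reaching 80%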;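 note: 0% = neutral control wells and 100% = parthenolide positive control wells; values of inactives mirror those of a sister screen read the other way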
CAL PDZ FP-1 – CAL PDZ peptide-binding inhibitors, primary screen, biochemical, fluorescence polarization, Cer-tagged CAL PDZ, HTS. AID 504414, 2011. 0.02% of 330,000 active. Golgi-associated PDZ and coiled-coil motif-containing protein (Homo sapiens), Q9HD26. inhibition, % at 20 µM. purified CAL PDZ, TMR-peptide fluorescence polarization, 1 h;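 active = highest replicate inhibition of at least 40%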;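 note: plate controls were DMSO neutral control wells for no effect and unlabeled competitor peptide control wells for full effect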
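Material: tagged CAL PDZ domain; buffer or medium: 25 mM sodium phosphate pH 7.4, 150 mM NaCl, TCEP, IgG, Thesit; compound dosing: single point, 20 µM; schedule: 1 h incubation at room temperature before polarization reading; measured by: FP readout, S and P plane fluorescence; read-out basis: percent inhibition from loss of millipolarization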
dFosB act – activators of delta FosB homodimer, primary screen, biochemical, fluorescence polarization, TAMRA-CDK5 oligo, single point; purified delta FosB; percent of positive-control signal above neutral wells; activation, % at 25 µM; 0.99% of 340,000 active; AID 493131, 2011;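 active = mean activation above about 17%, with every replicate also reaching it, limit read from the data, passing the limit was not always enough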;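 note: fluorescence polarization rise as delta FosB binds a TAMRA Cdk5 AP-1 oligo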
SR-BI uptake up – activators of SR-BI mediated DiI-HDL uptake, primary screen, ldlA[mSR-BI] CHO cells, DiI fluorescence; 3 h; 100 = double the neutral-control signal; activation, % at 12.5 µM; 0.096% of 320,000 active; AID 504775, 2011;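 active = mean replicate activation of at least 60% and every replicate at or above 60%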;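 note: 0% = median plate neutral-control signal and 100% = twice that signal; values of inactives mirror those of a sister screen read the other way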
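Test system: SR-BI-overexpressing, LDLR-lacking CHO cells; Also added: labelled HDL, 10 µg/mL; Measured by: bottom-read cell fluorescence after medium removal, ex 550/em 595 nm; Timing: 3 h uptake period with compound, 37 °C; Buffer or medium: F12, 0.5% BSA, 25 mM HEPES; Doses: single compound concentration, delivered by pin transfer.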
NSD2 inh – NSD2 histone methyltransferase inhibitors, primary screen, biochemical, AlphaScreen, single concentration, set 2; inhibition, % at 12.5 µM; NSD2 peptide methylation, 120 min; Histone-lysine N-methyltransferase NSD2 (Homo sapiens), O96028; 0.54% of 310,000 active; AID 743445, 2014; in the data active = inhibition above about 50%
Target sequence (O96028 whole entry, looked up): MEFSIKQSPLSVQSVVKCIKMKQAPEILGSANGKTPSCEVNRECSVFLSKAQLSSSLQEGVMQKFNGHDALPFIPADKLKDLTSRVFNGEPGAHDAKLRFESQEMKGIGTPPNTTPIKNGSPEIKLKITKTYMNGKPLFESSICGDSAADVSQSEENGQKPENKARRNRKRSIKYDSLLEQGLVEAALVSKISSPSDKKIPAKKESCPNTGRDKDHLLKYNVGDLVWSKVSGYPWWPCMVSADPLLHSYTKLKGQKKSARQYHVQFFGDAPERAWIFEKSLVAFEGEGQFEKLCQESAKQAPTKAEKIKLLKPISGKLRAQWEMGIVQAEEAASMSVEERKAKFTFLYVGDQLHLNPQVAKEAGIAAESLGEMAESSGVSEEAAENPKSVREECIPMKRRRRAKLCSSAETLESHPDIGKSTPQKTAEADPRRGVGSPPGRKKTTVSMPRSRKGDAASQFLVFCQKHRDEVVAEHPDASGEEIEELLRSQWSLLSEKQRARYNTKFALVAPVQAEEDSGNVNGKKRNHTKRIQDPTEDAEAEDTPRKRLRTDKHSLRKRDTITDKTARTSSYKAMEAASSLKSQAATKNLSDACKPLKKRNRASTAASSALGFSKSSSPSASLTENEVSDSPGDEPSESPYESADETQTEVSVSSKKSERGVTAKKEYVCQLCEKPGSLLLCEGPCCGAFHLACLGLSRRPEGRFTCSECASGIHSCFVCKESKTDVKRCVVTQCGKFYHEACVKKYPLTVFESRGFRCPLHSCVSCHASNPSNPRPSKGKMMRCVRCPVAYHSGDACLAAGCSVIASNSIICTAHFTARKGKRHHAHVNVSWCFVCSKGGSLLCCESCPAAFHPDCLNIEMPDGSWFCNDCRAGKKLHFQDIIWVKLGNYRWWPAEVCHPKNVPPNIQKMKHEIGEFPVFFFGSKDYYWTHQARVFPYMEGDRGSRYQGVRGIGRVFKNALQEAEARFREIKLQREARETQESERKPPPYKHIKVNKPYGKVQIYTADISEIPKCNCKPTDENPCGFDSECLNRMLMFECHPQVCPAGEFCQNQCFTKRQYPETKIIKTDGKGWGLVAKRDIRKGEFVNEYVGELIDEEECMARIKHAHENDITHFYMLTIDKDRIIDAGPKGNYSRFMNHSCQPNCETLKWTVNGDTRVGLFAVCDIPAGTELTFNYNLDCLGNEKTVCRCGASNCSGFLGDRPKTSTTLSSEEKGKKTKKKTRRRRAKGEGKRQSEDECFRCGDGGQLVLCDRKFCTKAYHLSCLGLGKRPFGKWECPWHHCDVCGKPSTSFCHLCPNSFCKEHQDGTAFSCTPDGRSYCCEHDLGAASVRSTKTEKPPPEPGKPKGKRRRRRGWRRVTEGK
PfHsp90 set2 – growth inhibition of PfHsp90-expressing yeast, primary screen, antimalarial PfHsp90 inhibitor project, S. cerevisiae, BacTiter-Glo luminescence, single point, set 2; BacTiter-Glo ATP, 48 h; yeast lacking PDR1 and PDR3 efflux regulators; inhibition, % at 9.4 µM; 0.32% of 310,000 active; AID 504621, 2011;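 active = every replicate shows inhibition above about 80%, whatever the replicate mean, limit read from the data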;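 note: 0% = DMSO neutral controls and 100% = 20 µM radicicol positive controls; yeast relying on Plasmodium falciparum Hsp90 in place of its own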
PvdQ inh – P. aeruginosa PvdQ acylase inhibitors, primary screen, biochemical, fluorescence, plate reader and imaging, single point | purified PvdQ acylase | inhibition, % at 10 µM | 0.063% of 340,000 active | AID 488965, 2010; in the data active = inhibition above about 30%, passing the limit was not always enough;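 note: 0% = vehicle neutral wells and 100% = reference inhibitor wells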
Rtt109 Vps75 – inhibitors of C. albicans Rtt109/Vps75 HAT, primary screen, biochemical, ThioGlo CoA-SH fluorescence, plate reader; AID 540336, 2011; inhibition, % at 34.9 µM; purified Rtt109/Vps75, 4 h; 0.16% of 330,000 active;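 active = inhibition of at least 50% in every replicate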
CAL PDZ FP-2 – untagged CAL PDZ binding inhibitors, primary screen, biochemical, fluorescence polarization, HTS. 0.92% of 300,000 active. Golgi-associated PDZ and coiled-coil motif-containing protein (Homo sapiens), Q9HD26. purified CAL PDZ, TMR-peptide fluorescence polarization, 1 h. AID 602252, 2012. inhibition, % at 24.9 µM;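 active = mean inhibition of at least 30% with at least half of replicates also reaching 30%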;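 note: 0% = DMSO neutral control and 100% = excess unlabeled competitor peptide PRC23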
SR-BI DiI inh – inhibitors of SR-BI mediated HDL lipid uptake, primary screen, ldlA[mSR-BI] cells, fluorescence, single point | Scavenger receptor class B member 1 (Mus musculus), Q61009 | ldlA[mSR-BI] CHO cells, DiI-HDL uptake fluorescence, 3 h | inhibition, % at 12.5 µM | 0.96% of 320,000 active | AID 488896, 2010;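 active = mean replicate inhibition of at least 70% and a set share of replicates each scoring 70 or more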;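 note: 0% = median of neutral control wells and 100% = median of positive control wells; values of inactives mirror those of a sister screen read the other way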
Numbers without * were called inactive; x = no result given.

SMILES | MITF act | CAL PDZ FP-1 | dFosB act | SR-BI uptake up | NSD2 inh | PfHsp90 set2 | PvdQ inh | Rtt109 Vps75 | CAL PDZ FP-2 | SR-BI DiI inh
O=C(Nc1cccc(-n2cccn2)c1)C1CCCN(Cc2cccc(F)c2F)C1 (stereo unspecified) | -10 | -1.0 | -10 | -20 | -2 | 7 | -17 | -3 | -2 | 20
CC1C(c2ccccc2)N(C)CCC12NC(=O)NC2=O (stereo unspecified) | -6 | x | 0 | 4 | 0 | 11 | 4 | 6 | -2 | -4
COc1ccc2nc(-c3ccccc3)nc(SCC(=O)NCC3CCCO3)c2c1 (stereo unspecified) | -2 | -1.8 | -7 | -20 | 1 | 13 | -11 | -4 | -1 | 20
Cc1cccc(NC(=S)NC2CC3C=CC2C3)c1 (stereo unspecified) | 7 | -0.1 | 0 | -48 | -2 | -10 | -7 | 1 | -6 | 48
CSc1ccccc1NC(=O)COC(=O)c1ccccc1O | -1 | -0.1 | 1 | 8 | -1 | -3 | -10 | 1 | -2 | -8
CC(=O)c1sc(NC(=O)C2CC(=O)N(Cc3ccco3)C2)nc1-c1ccccc1 (stereo unspecified) | -2 | 1.2 | -20 | 7 | 7 | x | 8 | -6 | -6 | -7
CC(C)c1ccc(C(C)NCCS(=O)(=O)c2ccc(Br)cc2)cc1 (stereo unspecified) | 2 | -0.2 | -8 | 7 | 0 | -8 | 7 | 12 | x | -7
COc1ccc(C(=O)NCc2cccnc2)cc1 | 3 | -0.4 | 2 | 38 | -6 | 25 | -21 | -33 | 3 | -11
CCn1cc(C(=O)NCCc2ccc(Cl)cc2)c(=O)c2cc(S(=O)(=O)N(C)C)ccc21 | 7 | -1.1 | -5 | -38 | x | -8 | 9 | 12 | -2 | 38
Cc1cccc(CS(=O)(=O)Cc2ccc(C(=O)NC3CCCCC3)o2)c1 | 4 | -0.6 | -3 | -18 | -4 | 25 | 7 | 6 | -1 | 18
O=C(NNC(=O)c1ccccc1F)c1cccc(-n2cccc2)c1 | 39 | -2.4 | -16 | -7 | 9 | -12 | -12 | -6 | 1 | 7
Cc1cccc(OCc2nnc(SCc3cc(=O)[nH]c4ccccc34)n2-c2ccccc2)c1 | -7 | -1.8 | -9 | 2 | 37 | -45 | -11 | 10 | -1 | -2
Cc1noc(C)c1CSCC(=O)Nc1cc(S(C)(=O)=O)ccc1Cl | -1 | -1.2 | -3 | -1 | -1 | 9 | -12 | 14 | 7 | 1
COc1cccc(C(C(=O)NCC2CCCO2)N(CC2CCCO2)C(=O)CN2C(=O)c3ccccc3S2(=O)=O)c1 (stereo unspecified) | 1 | -2.3 | -10 | 17 | -1 | 24 | -15 | 8 | -2 | -17
CS(=O)(=O)N1CCN(c2ccc(NC(=O)CSc3ccc(Cl)cc3)cc2)CC1 | 9 | 0.5 | 0 | -21 | -2 | -7 | -14 | 9 | 5 | 21
COc1ccccc1C(=O)C1Nc2ccccc2-c2nnc(SC)nc2O1 (stereo unspecified) | -10 | 1.7 | -10 | 16 | 3 | 1 | 2 | 16 | -3 | -16
Nc1nc(SCc2ccc(Cl)c(Cl)c2)n[nH]1 | 4 | -4.1 | -15 | 16 | 0 | -6 | -6 | -3 | -9 | -16
Cc1cc(C)c(NC(=O)c2ccc(CN3CCc4ccccc4C3)cc2)c(C)c1 | -12 | x | 4 | -22 | 0 | 16 | 0 | 10 | -4 | 22
Cc1ccc(Oc2ccc(C=O)cn2)cc1 | 18 | 1.3 | -4 | 1 | -2 | -8 | -11 | 3 | -2 | -1
CCc1nc2oc3cc(OC)ccc3c(=O)c2c(=O)n1Cc1ccco1 | -1 | -22 | -20 | -6 | 2 | -24 | -7 | 10 | 10 | 6
COc1ccc(-c2noc(-c3cccc(OC)c3OC)n2)cc1OC | 88* | -2.2 | -31 | -54 | x | -13 | -15 | -26 | x | 54
O=C(Nc1ccccc1C(=O)Nc1nnc(C(F)(F)F)s1)c1ccccc1Cl | -15 | -1.1 | -16 | -28 | x | -3 | -16 | 0 | -7 | 28
CC(C)(C)n1nnnc1C(c1ccccn1)N1CCN(C(c2ccccc2)c2ccccc2)CC1 (stereo unspecified) | 3 | 0.0 | -10 | 11 | -1 | 3 | 9 | 7 | -2 | -11
CC1CCN(C(=O)CSc2nc3ncccc3[nH]2)CC1 | 23 | -2.2 | 0 | -26 | -2 | 3 | -6 | -1 | -1 | 26
Nc1cc(=O)[nH]c(=O)n1Cc1ccccc1 | 10 | -0.9 | -4 | 11 | x | 6 | 7 | -2 | 0 | -11
(next part)
SMILES | MITF act | CAL PDZ FP-1 | dFosB act | SR-BI uptake up | NSD2 inh | PfHsp90 set2 | PvdQ inh | Rtt109 Vps75 | CAL PDZ FP-2 | SR-BI DiI inh
COCCN1C(=O)c2oc3ccccc3c(=O)c2C1c1ccc(O)c(OC)c1 (stereo unspecified) | -5 | -0.6 | 6 | 27 | x | -8 | -5 | 2 | x | -27
O=C(CSCc1cccc(Cl)c1)NCc1ccc2c(c1)OCO2 | -17 | -2.5 | -12 | 4 | 1 | -3 | -4 | -3 | x | -4
COc1ccc(S(N)(=O)=O)cc1C(=O)NNC(=O)c1cccc(S(=O)(=O)N2CCOCC2)c1 | 5 | 0.7 | 4 | 22 | -14 | x | -9 | -2 | -5 | -22
CC1=Nn2c(nnc2-c2cc(C)[nH]n2)SC1 | -5 | -0.2 | -4 | 3 | 0 | -1 | 2 | 21 | 1 | -3
CCc1ccc(NC(=O)CCS(=O)(=O)c2ccc3c(c2)CCN3C(C)=O)cc1 | -4 | -0.1 | -4 | 11 | -6 | -29 | -10 | 2 | 3 | -11
O=C1C2=C(NC(=S)NC2c2ccc(Cl)cc2)NC(c2ccc(Cl)cc2)N1c1ccc(Cl)cc1 (stereo unspecified) | -2 | -1.0 | 82* | -2 | 0 | -39 | -1 | -3 | -6 | 2
CC(=O)c1ccc(S(=O)(=O)N(CCCO)Cc2cc3cc4c(cc3[nH]c2=O)OCCO4)cc1 | -5 | -0.7 | -9 | 4 | -4 | 1 | 0 | -2 | -2 | -4
COc1cc(C)ccc1OCC(=O)Nc1nnc(C2CC2)s1 | 7 | -3.3 | -1 | -11 | -2 | 5 | -20 | -19 | -2 | 11
CC(C)(C)OC(=O)C[C@H]1C/C=C\C[C@H](CC(=O)NCCO)C(=O)NC[C@@H](c2ccccc2)OC1=O | 3 | -1.0 | 3 | 7 | x | -1 | -5 | -7 | -1 | -7
Cc1csc(=O)n1CC(=O)OC(C)C(=O)Nc1ccc(F)c(F)c1F (stereo unspecified) | 1 | -2.3 | -2 | 4 | -2 | 6 | -9 | -5 | -6 | -4
COc1ccccc1/C=C/c1onc(C)c1S(=O)(=O)N1CCC(C(=O)NC(C)C)CC1 | 1 | 0.6 | 2 | -13 | x | -4 | -5 | 7 | 11 | 13
COc1cc2c(cc1OC)C(COc1ccc(F)cc1)N(C(=O)c1ccco1)CC2 (stereo unspecified) | 2 | -0.2 | -8 | -25 | 1 | 19 | -7 | 12 | x | 25
COc1ccc(N2CCN(C(=O)c3ccc(CS(=O)(=O)c4ccc(Br)cc4)o3)CC2)cc1 | -6 | -3.0 | -4 | -20 | x | -75 | -8 | -5 | 1 | 20
CCCCCN(C(=O)CCC(=O)OCC(=O)c1cccc(OC)c1)c1c(N)n(CCCC)c(=O)[nH]c1=O | 3 | -0.1 | -14 | -4 | -1 | -10 | -8 | 23 | x | 4
Cc1ccc(-c2cc(C(=O)NCCc3ccccn3)c3ccccc3n2)c(C)c1 | -16 | -1.4 | -11 | -7 | -1 | -1 | -7 | 5 | -4 | 7

A stretch from the list above:
SMILES | MITF act | CAL PDZ FP-1 | dFosB act | SR-BI uptake up | NSD2 inh | PfHsp90 set2 | PvdQ inh | Rtt109 Vps75 | CAL PDZ FP-2 | SR-BI DiI inh
COCCN1C(=O)c2oc3ccccc3c(=O)c2C1c1ccc(O)c(OC)c1 (stereo unspecified) | -5 | -0.6 | 6 | 27 | x | -8 | -5 | 2 | x | -27
O=C(CSCc1cccc(Cl)c1)NCc1ccc2c(c1)OCO2 | -17 | -2.5 | -12 | 4 | 1 | -3 | -4 | -3 | x | -4
COc1ccc(S(N)(=O)=O)cc1C(=O)NNC(=O)c1cccc(S(=O)(=O)N2CCOCC2)c1 | 5 | 0.7 | 4 | 22 | -14 | x | -9 | -2 | -5 | -22
CC1=Nn2c(nnc2-c2cc(C)[nH]n2)SC1 | -5 | -0.2 | -4 | 3 | 0 | -1 | 2 | 21 | 1 | -3
CCc1ccc(NC(=O)CCS(=O)(=O)c2ccc3c(c2)CCN3C(C)=O)cc1 | -4 | -0.1 | -4 | 11 | -6 | -29 | -10 | 2 | 3 | -11
O=C1C2=C(NC(=S)NC2c2ccc(Cl)cc2)NC(c2ccc(Cl)cc2)N1c1ccc(Cl)cc1 (stereo unspecified) | -2 | -1.0 | 82* | -2 | 0 | -39 | -1 | -3 | -6 | 2
CC(=O)c1ccc(S(=O)(=O)N(CCCO)Cc2cc3cc4c(cc3[nH]c2=O)OCCO4)cc1 | -5 | -0.7 | -9 | 4 | -4 | 1 | 0 | -2 | -2 | -4
COc1cc(C)ccc1OCC(=O)Nc1nnc(C2CC2)s1 | 7 | -3.3 | -1 | -11 | -2 | 5 | -20 | -19 | -2 | 11
CC(C)(C)OC(=O)C[C@H]1C/C=C\C[C@H](CC(=O)NCCO)C(=O)NC[C@@H](c2ccccc2)OC1=O | 3 | -1.0 | 3 | 7 | x | -1 | -5 | -7 | -1 | -7
Cc1csc(=O)n1CC(=O)OC(C)C(=O)Nc1ccc(F)c(F)c1F (stereo unspecified) | 1 | -2.3 | -2 | 4 | -2 | 6 | -9 | -5 | -6 | -4
COc1ccccc1/C=C/c1onc(C)c1S(=O)(=O)N1CCC(C(=O)NC(C)C)CC1 | 1 | 0.6 | 2 | -13 | x | -4 | -5 | 7 | 11 | 13
